Source: PubChem
FadD28 binding – blocks FadD28 binding to the bisubstrate probe; inhibition, % at 12.5 µM; fluorescence polarization; 360,000 compounds, 0.22% hits; AID 588549; in the data active means inhibition above about 8.5%, passing the limit was not always enough; inconclusive means no clear call, values can overlap the other calls
BoNT-F LC inh – inhibitors of Botulinum neurotoxin F light chain protease; Multiplex microsphere protease cleavage assay, flow cytometry; inhibition, % at 10 µM; 360,000 compounds, 0.22% hits; in the data active means inhibition above about 35%, passing the limit was not always enough; inconclusive means no clear call, values can overlap the other calls; further: plate controls were buffer without enzyme for full effect and enzyme alone for no effect
Anthrax LF prot – inhibitors of Bacillus anthracis lethal factor protease. multiplex microsphere protease cleavage assay, LF. 360,000 compounds, 0.12% hits. inhibition, % at 10 µM. AID 588501; further: plate controls were buffer without enzyme for full effect and enzyme alone for no effect
Target sequence (P15917 whole entry, looked up): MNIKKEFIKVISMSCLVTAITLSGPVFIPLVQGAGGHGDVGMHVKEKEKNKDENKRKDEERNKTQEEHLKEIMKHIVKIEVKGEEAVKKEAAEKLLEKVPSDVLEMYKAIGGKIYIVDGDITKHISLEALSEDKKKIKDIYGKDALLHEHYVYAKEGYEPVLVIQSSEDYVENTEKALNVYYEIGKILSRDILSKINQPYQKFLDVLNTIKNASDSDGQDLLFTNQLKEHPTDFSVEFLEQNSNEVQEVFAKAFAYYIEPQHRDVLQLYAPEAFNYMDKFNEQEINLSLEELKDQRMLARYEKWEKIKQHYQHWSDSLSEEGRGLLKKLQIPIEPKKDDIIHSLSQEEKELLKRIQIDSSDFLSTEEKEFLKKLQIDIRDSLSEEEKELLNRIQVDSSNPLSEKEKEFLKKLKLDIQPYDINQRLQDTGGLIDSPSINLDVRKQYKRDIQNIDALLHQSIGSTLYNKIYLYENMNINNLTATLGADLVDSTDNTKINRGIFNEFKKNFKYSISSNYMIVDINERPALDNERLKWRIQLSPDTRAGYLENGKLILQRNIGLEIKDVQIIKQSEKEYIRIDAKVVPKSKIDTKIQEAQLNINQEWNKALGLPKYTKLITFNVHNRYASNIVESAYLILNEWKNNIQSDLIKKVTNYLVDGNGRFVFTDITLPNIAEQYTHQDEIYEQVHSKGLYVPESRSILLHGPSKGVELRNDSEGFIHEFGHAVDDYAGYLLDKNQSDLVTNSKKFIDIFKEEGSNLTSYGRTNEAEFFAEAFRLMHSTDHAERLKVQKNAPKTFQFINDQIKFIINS
FBA Mtb inh – inhibits M. tuberculosis FBA enzyme; 360,000 compounds, 2.3% hits; inhibition, % at 1 µM; AID 588726; P9WQA3; purified M. tuberculosis FBA, fluorescence read-out; in the data active means inhibition above about 27%;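 further: 0% = vehicle and 100% = reference inhibitor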
Mtb BioA inh – inhibitors of Mycobacterium tuberculosis BioA enzyme; purified M. tuberculosis BioA enzyme, plate reader; inhibition, % at 9.99 µM; 360,000 compounds, 0.096% hits; in the data active means inhibition above about 40%; inconclusive means no clear call, values can overlap the other calls
PfHsp40 rescue – rescue of PfHsp40-mediated yeast toxicity; growth rescue, % at 12.5 µM; S. cerevisiae expressing PfHsp40, growth rescue, ATP luminescence; 340,000 compounds, 0.68% hits; in the data active means growth rescue above about 28%, passing the limit was not always enough; inconclusive means no clear call, values can overlap the other calls;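 further: yeast W303a lacking pdr1 and pdr3 grown in galactose medium; growth measured after three days at 30 °C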
Mtb UGM inh – Mtb UDP-galactopyranose mutase inhibition; P9WIQ1; purified UGM, fluorescence polarization probe displacement; inhibition, % at 10 µM; 320,000 compounds, 0.06% hits; AID 504406; in the data active means inhibition above about 10%, passing the limit was not always enough; inconclusive means no clear call, values can overlap the other calls
BoNT A protease – BoNT A light chain protease inhibition | inhibition, % at 10 µM | multiplex microsphere protease substrate cleavage, flow cytometry | 360,000 compounds, 0.17% hits; further: plate controls were buffer without enzyme for full effect and enzyme alone for no effect
GDH-TPI inh – counter-screen for M. tuberculosis FBA inhibitors: GDH-TPI coupled enzymes. inhibition, % at 4.8 µM. AID 588335. 360,000 compounds, 1.2% hits. GDH-TPI coupled enzyme counterscreen, NADH absorbance; in the data active means inhibition above about 30%;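 further: 0% = DMSO wells and 100% = wells lacking the enzyme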
* hit, by the source's call; ? = inconclusive; . = not tested or not shown. Unless noted, no stated cut-off is given here; in the data, active means inhibition above about 30%; inconclusive means no clear call, values can overlap the other calls; inactive means below that.

cpd	Molecule	FadD28 binding	BoNT-F LC inh	Anthrax LF prot	FBA Mtb inh	Mtb BioA inh	PfHsp40 rescue	Mtb UGM inh	BoNT A protease	GDH-TPI inh
1	COc1ccccc1CN1C(=NC(=O)CCC2CCCC2)SC2CS(=O)(=O)CC21 (configuration not stated)	0.9	-2	-1	0	-2.5	-0.4	-3.6	-3.3	12
2	CC(C)(C)Cc1nnc(NC(=O)CSc2ccccc2)s1	-1.4	29	-2	0	-1.1	-1.2	0.1	-2.9	9
3	CCN(CC(=O)Nc1ccc(Br)c(C)c1)CC(=O)NC(C)C	-0.2	-3	-6	0	-0.6	-2.9	-0.1	0.1	4
4	O=C1C(=Cc2cccc(O)c2O)SC(=S)N1CCCN1CCOCC1	-0.3	-13	-1	-3	0.5	.	.	-0.5	20
5	O=C(c1ccc(F)cc1F)N1CCN(c2ncccn2)CC1	0.2	-21	0	0	-3.3	-0.3	-1.2	0.3	10
6	C=CCOC(=O)C1=C(C)NC(=S)NC1c1cccs1 (configuration not stated)	-2.7	0	1	5	.	-0.1	-2.0	0.5	13
7	CCn1c(CNC(=O)Cc2ccc(OC)cc2)nnc1SCC(=O)NC1CCCCC1	1.0	-9	0	2	-0.2	0.3	-1.1	1.1	0
8	CC(=O)N1c2ccc(S(=O)(=O)N3CCCC3)cc2CC1C(=O)NCc1cccc(F)c1 (configuration not stated)	-4.5	6	-3	-1	-0.4	1.0	-1.4	1.1	-10
9	O=C(CCCc1ccccc1)NCCN1CCOCC1	-1.1	0	?	2	-0.6	0.8	0.6	2.4	18
10	C=CCn1c(SCC(=O)N2CCCCCC2)nc2ccccc2c1=O	-1.2	-2	-2	2	0.5	-1.1	0.0	-1.0	-5
11	CN(Cc1ccccc1)C(=O)Cn1c(=O)c2cccn2c2cccnc21	-0.3	-6	0	5	0.7	3.3	-2.2	0.2	19
12	C[C@@H]1C=C(C(=O)O)O[C@H](OCc2ccc(CO)cc2)C1	0.3	-1	-1	7	-2.8	-1.4	2.6	-0.4	10
13	CCn1c(NN=O)nc2ccccc21	0.6	-17	-13	-2	0.6	140*	-1.0	-1.4	-2
14	Cc1cnc(NC(=O)CSc2nnc(COc3c(C)cccc3C)o2)s1	0.9	-22	-3	4	-2.1	0.4	3.0	-1.4	4
15	O=S(=O)(NCc1csc(-c2cccnc2)n1)c1ccc2c(c1)OCCO2	-11	-6	0	4	-0.5	-0.2	-1.7	-0.6	0
16	O=C(Nc1cccc(-c2csc(Nc3cccc(C(F)(F)F)c3)n2)c1)c1cc([N+](=O)[O-])cc(C(F)(F)F)c1	-4.5	-3	3	0	0.0	0.1	0.8	0.3	0
17	CC1CCCCN1C(=O)CNCC1CCCO1 (configuration not stated)	-1.9	-1	1	3	.	-1.5	0.9	-0.2	-7
18	CNC(=S)NNC(=O)Cc1ccc(OC)cc1	-0.4	.	.	4	-0.6	0.1	-2.8	.	9
19	Cc1ccc(NC(=O)c2noc(C(C)C)c2[N+](=O)[O-])cc1	-4.5	-3	0	-2	.	1.4	-0.1	-0.6	0
20	CN(c1ccc(OCC(=O)OCC(=O)Nc2ccc(OC(F)F)cc2)cc1)S(=O)(=O)c1cccs1	-4.7	-6	-2	-1	-0.7	0.0	1.4	0.2	1

Next part; the last 5 above are carried over.
cpd	Molecule	FadD28 binding	BoNT-F LC inh	Anthrax LF prot	FBA Mtb inh	Mtb BioA inh	PfHsp40 rescue	Mtb UGM inh	BoNT A protease	GDH-TPI inh
16	O=C(Nc1cccc(-c2csc(Nc3cccc(C(F)(F)F)c3)n2)c1)c1cc([N+](=O)[O-])cc(C(F)(F)F)c1	-4.5	-3	3	0	0.0	0.1	0.8	0.3	0
17	CC1CCCCN1C(=O)CNCC1CCCO1 (configuration not stated)	-1.9	-1	1	3	.	-1.5	0.9	-0.2	-7
18	CNC(=S)NNC(=O)Cc1ccc(OC)cc1	-0.4	.	.	4	-0.6	0.1	-2.8	.	9
19	Cc1ccc(NC(=O)c2noc(C(C)C)c2[N+](=O)[O-])cc1	-4.5	-3	0	-2	.	1.4	-0.1	-0.6	0
20	CN(c1ccc(OCC(=O)OCC(=O)Nc2ccc(OC(F)F)cc2)cc1)S(=O)(=O)c1cccs1	-4.7	-6	-2	-1	-0.7	0.0	1.4	0.2	1
21	Cc1cc(C)n(C(=O)c2ccc([N+](=O)[O-])cc2Cl)n1	0.2	13	-3	-2	0.5	0.6	2.2	3.9	-4
22	CCn1c2ccc(C)cc2c2nnc(SCCN3CCCCC3)nc21	.	-40	2	-2	-0.4	0.9	-2.5	-1.7	7
23	CNC(=O)COc1ccc2oc3c(c2c1)CCCC3	-3.0	8	-9	2	0.7	0.7	-2.1	-1.9	-7
24	COP1(=O)C[C@@H](O)[C@@H](O)[C@@H](COCc2ccccc2)O1 (some centres not stated)	0.6	-3	-6	0	-0.9	-0.7	-3.8	-0.4	-7
25	COc1ccc(S(=O)(=O)/N=C2\C=C(Nc3ccc(O)cc3)C(=O)c3ccccc32)cc1	-0.8	-6	-4	-7	13	-1.3	-2.2	-0.8	8
26	O=C(COC(=O)c1ccc(Cl)nc1)NNC(=O)c1ccc(Br)cc1	-1.8	2	1	-2	-1.0	1.1	1.5	2.0	6
27	CC1CC(C)CN(S(=O)(=O)CC23CCC(CC2=O)C3(C)C)C1 (configuration not stated)	0.3	-4	-2	1	0.1	-0.6	1.8	-2.2	1
28	Cc1noc2ncnc(Sc3c(Cl)cccc3Cl)c12	-1.0	-49	-5	7	0.6	0.0	-0.6	-3.4	9
29	O=C(c1ccncc1)N1CCN(S(=O)(=O)c2ccccc2F)CC1	1.6	-2	-8	2	.	1.0	1.5	-0.7	2
30	CN1CCC(CC(C(=O)N2CCCC2)(c2ccccc2)c2ccccc2)C1 (configuration not stated)	1.0	-7	7	1	-3.4	-1.1	.	0.9	17
31	Cc1cc(=O)[nH]c(S/C=C/c2ccccc2)n1	-3.5	-3	-2	-4	.	2.4	1.1	-2.1	-9
32	COc1ccc(C(=O)Oc2cccnc2)cc1OC	-1.0	7	-6	0	6.8	-1.0	-2.8	1.0	12
33	O=C(NC1CCCCC1)C(c1cccnc1)N(C(=O)CCl)c1ccccc1Cl (configuration not stated)	-0.9	38*	-1	3	.	-1.1	1.4	4.4	2
34	O=C(C1=C[C@@H](c2csc3ccccc23)C[C@@H](OCCCCO)O1)N1CCN(Cc2ccc3c(c2)OCO3)CC1	0.2	-5	-9	1	-1.1	-1.0	5.4	0.2	-2
35	Cc1cc(C)n(-c2ccc(C(=O)O)cc2[N+](=O)[O-])n1	0.0	-3	0	1	-2.4	-0.1	0.5	-0.5	6
36	CCCC(=O)N(c1ccc(F)cc1)C1C=CS(=O)(=O)C1 (configuration not stated)	0.8	-6	-5	1	-0.7	-0.6	0.1	-0.1	6
37	O=C(O)COn1c(-c2ccccc2)nc2ccc(Cl)cc21	0.2	1	0	2	.	-0.7	-0.8	-0.3	7
38	Nc1nc(Cl)cc(Oc2ccc(Cl)cc2)n1	0.5	-5	3	-2	.	-0.3	-0.6	-1.0	-2
39	COc1ccc(CN2CCN(c3ncccn3)CC2)c(OC)c1	1.4	-3	0	8	0.8	-0.6	-0.8	-1.4	6
40	COc1ccc(-n2c(O)c(C=NCc3ccccn3)c3ccccc3c2=O)c(OC)c1	-2.6	?	-20	1	-1.0	-0.4	2.3	-2.7	6
41	C/C(=N\NC(=O)CNc1cccc(C(F)(F)F)c1)c1ccc(Br)cc1	0.0	3	0	-6	.	-0.2	1.2	0.7	10
42	Cc1cccc(NC(=S)NC2CCCC2)c1C	-0.4	2	3	2	-1.7	0.4	-3.5	2.2	-2
43	CN(C(=O)c1ccc(NC(=O)Cc2ccc(NC(=O)C3CCCN(C(=O)C4CCCC4)C3)cc2)cc1)C1CC1 (configuration not stated)	1.0	2	-4	4	-2.2	-0.2	0.8	-0.1	-3
44	COc1ccc(C2Nc3ccccc3C(=O)N2NS(=O)(=O)c2ccccc2)cc1 (configuration not stated)	-0.6	-6	-4	13	.	0.4	5.3	-0.2	9
45	COCCN(C(=O)CSc1nc2ccccc2c(=O)n1CCOC)c1c(N)n(Cc2ccccc2)c(=O)[nH]c1=O	-3.9	-4	-7	-6	.	0.2	0.2	-0.5	-4
46	Cc1c(C(=O)Nc2ccccc2)sc2nc3n(c(=O)c12)CCCCC3	-2.1	-6	-3	4	.	1.6	-0.9	-1.0	6
47	O=C(Nc1ccc(Cl)cc1)N1CCOC12CCC1(CC2)OCCO1	-2.1	3	-2	5	.	-0.9	2.9	0.1	2
48	CC(=O)Nc1ccc(N2C(=O)CSC2c2ccccc2)cc1 (configuration not stated)	-2.7	-23	7	0	0.3	1.0	2.6	-3.9	-6
49	O=C(CN1C(=O)NC2(CCCCC2)C1=O)N1CCN(S(=O)(=O)c2ccc(F)cc2)CC1	-2.2	2	3	-1	-0.5	1.5	3.9	1.2	1
50	CCCOc1nc2c(c(=O)n(C)c(=O)n2C)n1CCC	0.1	-7	2	1	-0.3	0.1	-3.1	0.2	3
51	CC(C)CC1NC(=O)N(CC(=O)Nc2ccccc2-c2ccccc2)C1=O (configuration not stated)	-3.8	-1	-1	-5	.	-0.1	-1.0	-0.6	-4
52	O=C(CC1NC(=O)NC1=O)Nc1ccccc1 (configuration not stated)	-1.0	1	-3	-1	.	-0.7	-0.3	0.4	6
53	Cc1onc(-c2ccccc2Cl)c1C(=O)N1CCCCC1C(=O)O (configuration not stated)	-1.4	0	-1	-1	-0.4	-0.7	-1.6	0.1	-2
54	COc1ccc(CCN(C)C(=O)CSc2nc3ccccc3c(=O)n2CC2CCCO2)cc1OC (configuration not stated)	-3.6	11	-3	3	-1.0	-0.6	.	0.9	1
55	O[C@H]1CN(CC2CCCCC2)[C@@H](c2ccc(Cl)cc2)C[C@@H]1n1cc(C2CC2)nn1	-2.6	-2	-6	-1	-0.5	.	.	0.0	0
56	CCN1/C(=C2\C(=O)N(c3ccccc3)N=C2C)C=Cc2cc(C)ccc21	-2.6	0	-1	-2	.	0.4	-0.4	-0.2	1
